# PKA-R2B activ = activators of PKA-R2B holoenzyme, primary screen, biochemical, fluorescence polarization, Cy5-IP20, human | PKA-R2B holoenzyme dissociation; R2B truncated from residue 108, S112A mutant; 0% DMSO only, 100% 113 µM cGMP | activation, % at 11.4 µM | 340,000 tested, 0.079% active | AID 504700, 2011;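 active = activation above a cutoff set at the mean over all compounds plus 3 SD, cut at about 18% in these data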;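 also: higher means more holoenzyme dissociation and a rise in polarization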
# DAGLB inhibitor = DAGLB lipase inhibitors, primary screen, biochemical, fluorescence, HTS | Diacylglycerol lipase-beta (Homo sapiens), Q8NCG7 | HEK293T DAGLB membrane lysate, EnzChek fluorogenic substrate | inhibition, % at 5.17 µM | 340,000 tested, 0.059% active | AID 504411, 2011; in the data active = inhibition above about 34%;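 also: 0% = enzyme with vehicle and 100% = wells lacking enzyme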
# NSD2 HMT inh = NSD2 histone methyltransferase inhibitors, primary screen, biochemical, AlphaScreen, single concentration, set 2. NSD2 peptide methylation, 120 min. 310,000 tested, 0.54% active. Histone-lysine N-methyltransferase NSD2 (Homo sapiens), O96028. inhibition, % at 12.5 µM; in the data active = inhibition above about 50%
# Target sequence (O96028 whole entry, looked up): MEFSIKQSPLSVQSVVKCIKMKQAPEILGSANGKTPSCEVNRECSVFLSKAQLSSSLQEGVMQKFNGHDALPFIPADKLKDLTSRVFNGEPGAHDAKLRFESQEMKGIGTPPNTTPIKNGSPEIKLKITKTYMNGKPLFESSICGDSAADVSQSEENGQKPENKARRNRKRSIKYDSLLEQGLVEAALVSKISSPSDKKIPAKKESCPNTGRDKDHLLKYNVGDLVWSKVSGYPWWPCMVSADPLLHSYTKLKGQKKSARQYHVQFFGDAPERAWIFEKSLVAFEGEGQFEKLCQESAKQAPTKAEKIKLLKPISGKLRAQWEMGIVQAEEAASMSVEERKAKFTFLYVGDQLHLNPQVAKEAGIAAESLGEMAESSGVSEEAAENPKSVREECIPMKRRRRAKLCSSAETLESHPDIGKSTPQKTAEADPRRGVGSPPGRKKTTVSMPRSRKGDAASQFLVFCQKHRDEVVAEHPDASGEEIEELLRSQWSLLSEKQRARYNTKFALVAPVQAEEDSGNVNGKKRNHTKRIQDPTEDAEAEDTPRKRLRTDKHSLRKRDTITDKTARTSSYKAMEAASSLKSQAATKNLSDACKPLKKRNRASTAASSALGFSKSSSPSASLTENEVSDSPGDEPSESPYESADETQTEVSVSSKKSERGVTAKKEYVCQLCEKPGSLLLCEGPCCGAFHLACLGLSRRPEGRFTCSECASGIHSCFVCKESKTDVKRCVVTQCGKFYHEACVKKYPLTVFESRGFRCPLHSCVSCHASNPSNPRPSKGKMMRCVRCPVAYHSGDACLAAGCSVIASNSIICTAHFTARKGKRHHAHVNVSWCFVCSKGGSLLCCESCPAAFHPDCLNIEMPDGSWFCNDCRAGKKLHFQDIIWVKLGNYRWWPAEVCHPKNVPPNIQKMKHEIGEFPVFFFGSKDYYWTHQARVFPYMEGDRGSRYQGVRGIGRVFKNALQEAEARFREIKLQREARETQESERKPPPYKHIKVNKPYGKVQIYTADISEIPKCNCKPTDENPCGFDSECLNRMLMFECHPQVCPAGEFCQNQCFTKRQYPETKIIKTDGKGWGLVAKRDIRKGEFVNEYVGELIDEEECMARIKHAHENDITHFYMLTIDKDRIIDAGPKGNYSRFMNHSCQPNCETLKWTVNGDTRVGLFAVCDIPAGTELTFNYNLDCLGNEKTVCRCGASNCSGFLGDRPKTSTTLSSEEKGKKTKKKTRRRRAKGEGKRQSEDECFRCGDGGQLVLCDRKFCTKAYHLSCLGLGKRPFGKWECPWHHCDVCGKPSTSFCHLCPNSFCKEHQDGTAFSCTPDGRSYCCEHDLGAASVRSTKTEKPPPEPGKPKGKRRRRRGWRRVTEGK
# RTF Ca sens inh = cardiac RTF calcium sensitivity inhibitors, primary screen, biochemical, IANBD-TnC fluorescence, EC70 calcium. AID 493244, 2011. 340,000 tested, 0.12% active. inhibition, % at 7.15 µM. IANBD-labeled cardiac RTF, Ca2+ fluorescence. Troponin I, cardiac muscle (Homo sapiens) + Troponin T, cardiac muscle (Homo sapiens) + …;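 active = inhibition above the mean inhibition of all tested compounds plus 3 SD, cut at about 17% in these data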;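 also: assay run at fixed EC70 calcium of 1.6 mM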
# PvdQ acylase = P. aeruginosa PvdQ acylase inhibitors, primary screen, biochemical, fluorescence, plate reader and imaging, single point | 340,000 tested, 0.063% active | AID 488965, 2010 | PvdQ acylase [Pseudomonas aeruginosa LESB58] | purified PvdQ acylase | inhibition, % at 10 µM; in the data active = inhibition above about 30%, passing the limit was not always enough;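 also: 0% = vehicle neutral wells and 100% = reference inhibitor wells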
# SR-BI DiI inh = inhibitors of SR-BI mediated HDL lipid uptake, primary screen, ldlA[mSR-BI] cells, fluorescence, single point. Scavenger receptor class B member 1 (Mus musculus), Q61009. ldlA[mSR-BI] CHO cells, DiI-HDL uptake fluorescence, 3 h. inhibition, % at 12.5 µM. 320,000 tested, 0.96% active. AID 488896, 2010;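 active = mean replicate inhibition of at least 70% and a set share of replicates each scoring 70 or more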;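 also: 0% = median of neutral control wells and 100% = median of positive control wells; values of inactives mirror those of a sister screen read the other way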
# Arrestin-AP2 inh = inhibitors of beta-arrestin/AP2 binding, primary screen, biochemical, GPCR trafficking, flow cytometry | beta-arrestin 1 C-terminal peptide binding to AP2 beta2-adaptin appendage (human) | FITC-arrestin peptide / GST-AP2 beads; AP2 beta2 appendage carries R879A mutation | inhibition, % at 10 µM | 340,000 tested, 0.31% active;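 active = inhibition above a set limit, near 3 SD of compounds lacking own fluorescence, cut at about 54% in these data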;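 also: plate controls were DMSO wells for no effect and 5 µM unlabelled arrestin peptide for full effect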
#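 System: GST-AP2 R879A glutathione beads; medium: PBS, Tween 20 0.05%, BSA 0.1%; reagent: fluorescein-tagged arrestin peptide at 50 nM final; schedule: pre-incubation 12 min, peptide binding 1 h, room temperature; detection: flow cytometry, FL1 (488/535 nm); read-out: inhibition as reduced fluorescein signal on beads, percent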
# SR-BI uptake up = activators of SR-BI mediated DiI-HDL uptake, primary screen, ldlA[mSR-BI] CHO cells, DiI fluorescence; activation, % at 12.5 µM; 320,000 tested, 0.096% active; 3 h; 100 = double the neutral-control signal;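 active = mean replicate activation of at least 60% and every replicate at or above 60%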;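 also: 0% = median plate neutral-control signal and 100% = twice that signal; values of inactives mirror those of a sister screen read the other way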
#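 Test system: SR-BI-overexpressing, LDLR-lacking CHO cells; Medium: Ham's F12 with 0.5% BSA, HEPES 25 mM, pH 7.4; Schedule: 3 h, 37 °C; Technique: bottom-read fluorescence, 550/595 nm.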
# LANA DNA inh = inhibitors of KSHV C-LANA binding to DNA, primary screen, biochemical, fluorescence polarization, FAM-LBS DNA, MBP-C-LANA, single point. Kaposi's sarcoma herpesvirus LANA C-terminal domain (residues 932-1162) DNA binding. 340,000 tested, 0.078% active. inhibition, % at 9 µM;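 active = highest replicate inhibition at or above 60% at 9 µM, even if other replicates fall short; inactive = all replicates below 60% inhibition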;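 also: 0% = neutral control wells and 100% = 4 µM acridine orange control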
# Keap1-Nrf2 PPI = Keap1-Nrf2 protein-protein interaction inhibitors, primary screen, biochemical, fluorescence polarization, single point; Kelch-like ECH-associated protein 1 (Homo sapiens), Q14145; Keap1 Kelch-Nrf2 peptide fluorescence polarization, 1536-well; inhibition, % at 9.4 µM; 340,000 tested, 0.15% active; AID 504523, 2011; in the data active = inhibition above about 12%;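 also: human Keap1 Kelch domain with fluorescein labeled Nrf2 9mer peptide probe; 0% = neutral control wells and 100% = peptide positive control; higher means more block of Keap1 binding to Nrf2 peptide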
# Numbers without * were called inactive; . = no result given.
SMILES,PKA-R2B activ,DAGLB inhibitor,NSD2 HMT inh,RTF Ca sens inh,PvdQ acylase,SR-BI DiI inh,Arrestin-AP2 inh,SR-BI uptake up,LANA DNA inh,Keap1-Nrf2 PPI
CC1CCCC(NC(=O)c2ccc(CNc3c(N4CCCC4)c(=O)c3=O)cc2)C1C (configuration not stated),4,1,.,-4,3,5,32,-5,0.3,-3
Cc1ccc(/C=C2\SC(=O)N(CCC(=O)N3CCN(C)CC3)C2=O)cc1,2,0,-1,9,7,-16,11,16,-2.6,-3
OCC1(CCOc2ccccc2)CCN(Cc2ccncc2)CC1,-4,-2,-1,-5,-9,-3,4,3,1.8,-2
CCOc1ccc2[nH]c(=O)c(CN(CCN3CCOCC3)Cc3nnnn3C(C)(C)CC)cc2c1,-2,2,6,-11,-1,-19,4,19,1.3,-5
Cc1cc(C)n(-c2ccc(C(=O)Nc3ccc4c(c3)OCO4)cc2)n1,-6,-2,2,4,-16,45,-4,-45,-0.3,-4
O=C(CCN1C(=O)/C(=C\c2cccs2)SC1=S)Nc1ccc(C(=O)O)cc1,-1,7,5,2,-10,-22,1,.,-1.7,-4
Cc1cc(C)nc(Nc2nc3ccccc3o2)n1,-2,-3,3,-3,-14,-19,1,19,0.8,-1
CC/C(=N\NC(=O)c1ccc(N2CCCC2=O)cc1)c1ccccc1,4,-2,-3,-4,-8,.,11,.,-0.1,0
COc1ccc(C2CCCN2C(=S)Nc2cccc(C)c2C)cc1OC (configuration not stated),7,0,12,7,0,34,31,-34,1.7,0
CCN(CC(=O)NC1CC1)S(=O)(=O)c1ccc(C)cc1,-5,-3,.,-3,-3,-15,-8,15,0.5,-5
CCN(c1cc(C)cc(C)c1)S(=O)(=O)c1nnc(NC(=O)C(C)(C)C)s1,-12,3,-1,-7,-15,6,-5,-6,2.6,3
O=C(COC(=O)c1ccc(Cl)nc1)Nc1ccc2ccccc2c1,-8,-1,-1,-22,-6,-33,0,33,2.6,4
COc1cccc(C(=O)Nc2ccccc2C(=O)N2CCCC2)c1,-2,-8,-1,-4,0,-2,11,2,-0.5,3
O=C(C1=C(O)C(=O)N(CCN2CCOCC2)C1c1cccnc1)c1cc2ccccc2o1 (configuration not stated),5,0,-3,-6,-4,-42,-4,42,-1.9,0
CC(=O)Cc1nsc(NC(=O)c2ccc(COc3cccc(C)c3)o2)n1,-9,2,5,-12,-13,-14,1,14,-1.0,-2
CN(C(=O)c1ccc(NC(=O)Cc2ccc(NC(=O)C3CCN(S(=O)(=O)c4cccc([N+](=O)[O-])c4)CC3)cc2)cc1)C1CCCC1,-1,-5,.,-6,19,-12,30,12,-0.4,-1
CC12CCC(C(=O)Nc3cccnc3)(CC1=O)C2(C)C (configuration not stated),-12,-2,-2,-16,-14,.,3,.,2.3,-1
COc1ccccc1CCNC(=O)C1CCN(C(=O)/C=C/c2ccccc2)CC1,-10,0,-2,-16,-16,35,-16,-35,-1.6,-2
CCN(CCCNC(=O)CCNC(=O)Cn1cnc2ccccc2c1=O)c1ccccc1,-11,-1,2,-1,-16,-1,2,1,0.8,-6
Cc1ccc(NC(=O)C(=O)NCC2CCN(C(=O)c3cccc([N+](=O)[O-])c3)CC2)cc1,1,1,-1,6,-4,42,-2,-42,0.6,1
COc1cc(OC)cc(C(=O)NC(=S)Nc2ccc3oc(=O)ccc3c2)c1,3,3,21,-8,-14,57,1,.,-0.2,-6
Cc1ccc(C(=O)NCC(=O)Nc2ccc(F)c(F)c2F)cc1,-12,-4,15,3,-7,1,-12,-1,2.8,0
CCOC(=O)C1CCN(C2=NC(=O)/C(=C/c3ccc(O)cc3)S2)CC1,1,6,2,1,-2,-19,-10,19,-3.4,-4
Cc1ccccc1SCC(=O)OCC(=O)NCc1ccccc1,-8,-7,-1,-3,-7,4,-20,-4,-3.0,-2
CCCc1cc(=O)[nH]c(SCCN2C(=O)c3ccccc3C2=O)n1,-11,0,-5,-2,-13,-5,-8,5,1.0,1

# Exported bar-delimited: 3 of the compounds above.
compound | PKA-R2B activ | DAGLB inhibitor | NSD2 HMT inh | RTF Ca sens inh | PvdQ acylase | SR-BI DiI inh | Arrestin-AP2 inh | SR-BI uptake up | LANA DNA inh | Keap1-Nrf2 PPI
COc1ccccc1CCNC(=O)C1CCN(C(=O)/C=C/c2ccccc2)CC1 | -10 | 0 | -2 | -16 | -16 | 35 | -16 | -35 | -1.6 | -2
CCN(CCCNC(=O)CCNC(=O)Cn1cnc2ccccc2c1=O)c1ccccc1 | -11 | -1 | 2 | -1 | -16 | -1 | 2 | 1 | 0.8 | -6
Cc1ccc(NC(=O)C(=O)NCC2CCN(C(=O)c3cccc([N+](=O)[O-])c3)CC2)cc1 | 1 | 1 | -1 | 6 | -4 | 42 | -2 | -42 | 0.6 | 1

# Shown with values ahead of the structure: 3 of the compounds above
PKA-R2B activ	DAGLB inhibitor	NSD2 HMT inh	RTF Ca sens inh	PvdQ acylase	SR-BI DiI inh	Arrestin-AP2 inh	SR-BI uptake up	LANA DNA inh	Keap1-Nrf2 PPI	Compound
-6	-2	2	4	-16	45	-4	-45	-0.3	-4	Cc1cc(C)n(-c2ccc(C(=O)Nc3ccc4c(c3)OCO4)cc2)n1
-1	7	5	2	-10	-22	1	.	-1.7	-4	O=C(CCN1C(=O)/C(=C\c2cccs2)SC1=S)Nc1ccc(C(=O)O)cc1
-2	-3	3	-3	-14	-19	1	19	0.8	-1	Cc1cc(C)nc(Nc2nc3ccccc3o2)n1

# (next part)
SMILES,PKA-R2B activ,DAGLB inhibitor,NSD2 HMT inh,RTF Ca sens inh,PvdQ acylase,SR-BI DiI inh,Arrestin-AP2 inh,SR-BI uptake up,LANA DNA inh,Keap1-Nrf2 PPI
CCN1CCc2nc(NC(=O)c3ccccc3)sc2C1,8,-2,15,-8,2,-4,29,4,2.0,-1
O=C(Nc1cccc(C(F)(F)F)c1)C(Sc1cccc[n+]1[O-])c1ccccc1 (configuration not stated),-1,-3,0,1,21,-29,7,29,-0.5,-2
O=[N+]([O-])/C(C(Cl)=C(Cl)Cl)=C(/NC1CC1)Sc1ccccc1,2,0,1,-18,-15,14,16,-14,0.2,0
NS(=O)(=O)c1ccc(NC(=S)Nc2nn(Cc3ccc(Cl)cc3Cl)cc2Cl)cc1,2,-1,-1,-2,-1,1,20,-1,1.4,-1
O=C(CSc1nc2[nH]ncc2c(=O)n1-c1ccccc1Cl)N1CCCC1,-7,-3,-3,-13,-8,-27,5,27,1.0,0
CCN(Cc1ccccc1)c1ccc(N=Nc2nn(C)c(C)c2[N+](=O)[O-])cc1,-4,59*,8,5,-4,26,-2,-26,1.8,0
CCOc1c2ccc(C(=O)NCc3cc(C(F)(F)F)cc(C(F)(F)F)c3)cc2nn1C,2,-5,.,9,-16,12,-6,-12,-1.5,4
COc1ccc(C)cc1NC(=O)c1nnn(Cc2cccc(C(F)(F)F)c2)c1N,-15,-5,-2,7,-10,8,-3,-8,0.5,-3
O=C(CN1CC(c2ccccc2)CC1=O)Nc1ccc2c(c1)OCO2 (configuration not stated),-1,-5,.,0,2,5,9,-5,3.3,-5
O=C(N=C1SC2CS(=O)(=O)CC2N1c1ccccc1)C1CCCCC1 (configuration not stated),-1,-1,-2,-9,-3,-14,-9,14,-0.1,0
COc1ccc(NC(=O)C2C3C=CC(C3)C2C(=O)NCc2ccccn2)c(OC)c1 (configuration not stated),-3,-3,7,-5,-15,-16,-3,16,-0.8,0
O=C(NCC1CC1)Nc1ccccc1F,-8,-2,0,-7,-11,-1,-10,1,0.0,-5
Cc1ccc(C2CC2c2n[nH]c(=S)n2-c2ccc(C)cc2)cc1 (configuration not stated),-9,2,3,2,2,-12,1,12,-0.2,5
O=C(CSc1nnc(-c2cccc(S(=O)(=O)N3CCCCC3)c2)o1)NCCC1=CCCCC1,-4,0,-4,-5,5,2,14,-2,0.2,-3
O=C(COC(=O)c1nc(-c2ccccc2)n(-c2cccc(C(F)(F)F)c2)n1)NCc1cccs1,-13,-1,-1,0,6,6,7,-6,-2.0,-2
Cn1cnc2c1c(=O)n(Cc1cccc(Br)c1)c(=O)n2C,-5,-3,33,-6,-10,15,0,-15,0.6,4
CCOc1ccc(C(=O)NC(=S)Nc2cccc(S(=O)(=O)NC3=NCCC3)c2)cc1,-1,0,-1,10,-6,34,-26,-34,0.8,5
Cc1ccc(C(=O)NCCSc2snnc2C)cc1,4,1,0,-1,-1,2,22,-2,1.0,-4
Cc1cccc(CCNC(=O)Cn2ncc3c([nH]c4ccc(C)cc43)c2=O)c1,1,-4,-2,-7,5,-2,-1,2,0.4,-4
Cc1ccccc1N1CCN(Cc2ccc(Br)o2)CC1,1,-9,-2,-11,-18,-10,-14,10,-0.2,-2
Cc1[nH]c2ccccc2c1C(=O)C(C)OC(=O)c1ccccc1NCCO (configuration not stated),-6,-3,4,2,-19,46,-2,-46,0.4,0
Cc1ccc2cc(/C=N/NC(=O)[C@H]3C[C@@H]3c3ccccc3)c(Cl)nc2c1,-4,-1,2,-9,-11,5,2,-5,-0.3,3
Cc1noc(C)c1CSCC(=O)OCC(=O)N1CC(=O)Nc2ccccc21,2,0,2,5,-6,20,23,-20,0.0,-1
O=c1[nH]c(O)c(C=Nc2ccc(Cl)cc2Cl)c(=O)[nH]1,-6,-2,1,2,-5,-48,-4,48,1.5,-3
Nc1nc(N)nc(-c2cc(O)ccc2O)n1,4,3,.,2,-10,-17,3,17,4.8,0
